# From PubChem BioAssay
# GAA spleen mod = qHTS Assay for Inhibitors and Activators of Human alpha-Glucosidase From Spleen Homogenate; Lysosomal alpha-glucosidase (Homo sapiens), P10253; Potency, µM (top dose mostly 79.9 µM), for inactives: at the top dose activity change, negative = inhibition, actives largely listed as inhibitors; human spleen homogenate, 4-MU-alpha-glucoside fluorescence; 0.006% of 240,000 active;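 note: 0% = enzyme with vehicle and -100% = no enzyme basal signal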
#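 Enzyme source: human spleen homogenate, 1 ug/well. Buffer 50 mM citric acid/K phosphate pH 5.0, 0.01% Tween-20. 4-MU-alpha-glucoside 1 mM; 37 C x 40 min; NaOH/glycine stop; fluorescence.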
# GoLoco inh red = qHTS Assay for Inhibitors of RGS12 GoLoco Motif Activity (Red Fluorophore); Gai1:RGS12 GoLoco peptide FP, rhodamine, 10 min; 0.44% of 230,000 active; Potency, µM (highest dose often 61.6 µM), inactives show at the top dose activity, negative = inhibition, usual class: inhibitors; Guanine nucleotide-binding protein G(i) subunit alpha-1 (Homo sapiens), P63096; active = well fitted inhibition curve with a large enough effect, not every such curve was filed as active; inactive = no such curve, though single readings can be large or run the other way; note: % is set by controls: 0 for no effect and ±100 for the full control effect; nearly all actives have a fitted effect of over 30% in size; many of its hits are not listed in these tables
# Target sequence (P63096 whole entry, looked up): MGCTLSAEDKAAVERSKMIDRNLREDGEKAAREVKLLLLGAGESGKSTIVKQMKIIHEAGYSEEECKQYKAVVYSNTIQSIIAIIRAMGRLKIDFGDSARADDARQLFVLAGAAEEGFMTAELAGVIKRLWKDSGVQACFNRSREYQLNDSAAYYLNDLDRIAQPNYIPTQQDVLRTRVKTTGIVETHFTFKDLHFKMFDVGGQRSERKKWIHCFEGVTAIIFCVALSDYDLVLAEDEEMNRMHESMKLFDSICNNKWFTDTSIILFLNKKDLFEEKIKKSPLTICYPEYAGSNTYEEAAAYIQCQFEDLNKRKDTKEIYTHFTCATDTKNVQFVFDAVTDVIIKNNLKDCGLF
# GAA inhib = qHTS Assay for Inhibitors of Human alpha-Glucosidase as a Potential Chaperone Treatment of Pompe Disease | 0.005% of 200,000 active | purified human GAA, 4-MU-alpha-glucoside fluorescence | AID 1466, 2008 | Lysosomal alpha-glucosidase (Homo sapiens), P10253 | Potency, µM (top dose mostly 76.9 µM), for inactives: top-dose activity change, negative = inhibition, usual class: inhibitors;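 note: plate controls were uninhibited enzyme wells for no effect and no-enzyme background for full effect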
#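 Activity normalized between no-enzyme (basal) and enzyme-only wells. Conditions: 4 nM human enzyme, 400 uM fluorogenic substrate, citrate/phosphate pH 5.0 with Tween-20, 20 min room temperature, compounds up to 77 uM.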
# IMPase Li inh = qHTS Assay for Identifying the Cell-Membrane Permeable IMPase Inhibitors: Potentiation with Lithium | CHO-M1 cells, IP1 TR-FRET (IP-One), carbachol + lithium | 0.35% of 210,000 active | Potency, µM (series often up to 59.4 µM), for inactives: at the highest dose activity, negative = IMPase inhibition, usual class: inhibitors;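 note: IP1 builds up when IMPase is blocked and the TR-FRET signal falls; plate controls were basal vehicle for no effect and high inhibitor control for full effect; nearly all actives have a fitted effect of over 50% in size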
#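 Lithium-sensitised IP1 accumulation assay; M1-expressing CHO cells treated 30 min at 37C with compound. Competitive antibody detection by time-resolved FRET followed a 10 min room-temperature lysis step.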
# HTT aggregate = qHTS Multiplex Assay to Identify Dual Action Probes in a Cell Model of Huntington: Aggregate Formation (GFP); PC12 HttQ103-GFP aggregates, Acumen cytometry, 40 h; Potency, µM (doses to about 46.1 µM), for inactives: at the top dose activity change, negative = inhibition, most hits filed as inhibitors; 1.1% of 220,000 active; note: % is set by controls: 0 for no effect and ±100 for the full control effect; nearly all actives have a fitted effect of over 60% in size
#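 Multiplexed with ATP-based cell death, this channel scores GFP aggregates in PC12 cells expressing inducible HTTex1-Q103-GFP. Induction used 100 nM tebufenozide; compounds were tested in concentration series.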
# HTT cytoprotect = qHTS Multiplex Assay to Identify Dual Action Probes in a Cell Model of Huntington: Cytoprotection (ATP); PC12 HTT-Q103 induced, cytoprotection, ATP luminescence, 40 h; Potency, µM (series often up to 56.4 µM), without a hit: cytoprotection (ATP increase), hits mostly activators; 0.14% of 230,000 active;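 note: % of control where 0% means no effect; nearly all actives have a fitted effect of over 45% in size; toxic huntingtin expression switched on by the ecdysone agonist tebufenozide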
#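 Cells were plated at 1500 per well in phenol red-free DMEM with 5% equine and 5% calf serum. Tebufenozide (100 nM final) and compounds were added, then ATPlite reagent, and luminescence was read.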
# GAA glycogen mod = qHTS Assay for Inhibitors and Activators of Human alpha-Glucosidase Cleavage of Glycogen; Lysosomal alpha-glucosidase (Homo sapiens), P10253; recombinant GAA, glycogen substrate, Amplex Red glucose oxidase fluorescence; Potency, µM (highest dose often 76.4 µM), for the others: at the top dose activity change, negative = inhibition, most hits filed as inhibitors; 0.38% of 300,000 active;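 note: 0% = full enzyme reaction and -100% = no-enzyme basal signal; the screen sought inhibitors and activators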
#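 Recombinant enzyme (4 nM final) with compounds titrated up to 77 uM and bovine liver glycogen (30 ug) in citrate pH 5.0, 0.01% Tween-20, 37 C 40 min. Released glucose detected by Amplex Red/glucose oxidase (Ex 573/Em 610); AC50 from Hill fits.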
# Starred values were filed as active, the others as inactive; ? = inconclusive; . = no result given; [ ] = remark or other dose. Unless noted, calls come from the whole dose curve; as a rule, active = well fitted curve in the direction sought with a large enough effect; inconclusive = small, poorly fitted or top-dose-only effect, or another doubt; inactive = no such curve, though single readings can be large; an effect the other way counts as inactive or inconclusive. Potency is the fitted concentration of half-maximal effect. Only part of the results is shown; rates above refer to the full screens.
item	compound	GoLoco inh red	GAA spleen mod	GAA inhib	GAA glycogen mod	HTT cytoprotect	IMPase Li inh	HTT aggregate
1	CCC(C)NC(C(=O)Nc1ccc(Cl)c([N+](=O)[O-])c1)c1ccccc1 (stereo not drawn)	-6%	1%	-8%	-14%	13%[1.9 µM]	-2%	7%
2	CCOC(=O)c1ccccc1NC(=O)c1ccc2nccnc2c1	26%	-4%	-4%	-5%	-48%	7%	9%
3	CN1/C(=N\O)c2cccc3cccc1c23	-5%	5%	3%	35µM*	-24%	-5%[38.3 µM]	?
4	O=C(NC(=O)c1ccc(Cl)cc1)OC1CCCCC1	8%	5%	2%	2%	.	-4%	-10%
5	CCCNc1nc(C)cc(-c2cc(C(=O)NC3CCCC3)on2)n1	7%	-2%	.	7%	12%[10 µM]	.	-2%[9.22 µM]
6	Cc1ccc(C)c(OCCCN2CCCC2)c1	5%	4%	0%	7%	-3%	21%[38.3 µM]	?
7	O=C(CCl)Nc1nc(-c2ccco2)c(-c2ccco2)s1	25%	-14%	1%	-18%	-13%[10 µM]	20%	7%
8	O=C(O)CSCC(=O)NCc1ccccc1Cl	-1%	3%	-11%	-5%	-7%	-8%	23%
9	OC(COCCOc1ccc(Br)cc1)CN1CCN(Cc2ccccc2)CC1 (stereo not drawn)	8%	-4%	-8%	-5%	.	7%	-12%
10	CCCCN(CC)Cc1ccc(CNC(=O)Nc2ccc(F)cc2)o1	-17%	-4%	-14%	-7%	3%	37%[38.3 µM]	-6%
11	COc1cc(/C=N/Nc2ccc(C(=O)O)cc2)ccc1O	-35%	-4%	-10%	5.6µM*	-12%	35%[activator]	15%
12	Cc1[nH]nc2ncc(C(=O)c3cc(Cl)cc(Cl)c3O)cc12	21%	1%	?	6%	?	11%[38.3 µM]	-9%
13	Cc1cc(C(=O)N/N=C2\CC(=O)CC(C)(C)C2)c2ccccc2n1	10%	1%	-30%	3%	-1%[10 µM]	1%	9%
14	CCN(CC)C(=O)C(=O)c1ccn(-c2c(C)csc2C(=O)OC)c1	8%	-1%	.	12%	9%[10 µM]	7%	15%
15	COc1ccc(N=C2SCC(=O)N2Cc2ccccc2)cc1	-6%	3%	-4%	-3%	-25%	-4%	9%
16	COc1ccc(CSCCNC(=S)Nc2ccccc2)cc1Cl	4%	-3%	1%	-28%	.	26%	-20%
17	CCN(CC)S(=O)(=O)c1ccc(NS(=O)(=O)c2ccc(O)c([N+](=O)[O-])c2)cc1	11%	-4%	7%	6%	5%[10 µM]	5%	7%
18	CCn1c(N2CCN(CC(=O)c3c(C)n(C)c4ccccc34)CC2)nc2c1c(=O)[nH]c(=O)n2C	-29%	1%	-4%[15.4 µM]	-4%	-7%[0.074 µM]	5%[38.3 µM]	5%
19	Cc1ccc(-c2nn(CCC#N)cc2C=C(C#N)C#N)cc1	11%	-4%	0%	0%	-7%[10 µM]	7%	26%
20	O=C(CN1CCCC1)Nc1nnc(-c2cccs2)s1	-15%	-5%	12%	6%	-13%[10 µM]	-7%	20%
21	COCCCNc1cc(C)nc2ccccc12	4%	-3%	-5%	9%	5%	-2%[38.3 µM]	9%
22	COc1ccc(Cn2c(C)ccc2C)cc1	19%	4%	0%	22%	16%	-24%[38.3 µM]	2%[9.22 µM]
23	O=C(Nc1cccc(C2OCCCO2)c1)c1cccs1	4%	0%	-7%	-3%	.	-5%	-23%
24	CC1CCc2cc(F)ccc2N1C(=O)CSc1nnc2c3ccccc3n(C)c2n1 (stereo not drawn)	-3%	-7%	-2%	1%	-21%	12%[38.3 µM]	23%
25	COc1cccc(-n2c(SCC(=O)O)nnc2-c2cccnc2)c1	9%	3%	-1%	1%	-7%	18%[38.3 µM]	2%
26	COC(Cc1nnc(SC)n1-c1ccccc1)OC	5%	-3%	5%	10%	-33%	10%[38.3 µM]	10%
27	Nc1cc2c3c(cccc3c1)C(=O)N(CCN1CCCC1)C2=O	-20%	-3%	-6%[15.4 µM]	-11%	-43%[10 µM]	.	-7%[9.22 µM]
28	S=c1[nH]nc(C2CCCCC2)n1/N=C/c1ccncc1	-13%	-4%	10%	17%	1%	-3%	0.22µM*
29	O=C(O)C1=C[C@H](C2CC2)C[C@H](OCCCCO)O1	1%	-1%	.	13%	18%[10 µM]	-5%	-1%[9.22 µM]
30	Nc1nc2n(n1)C1(CCCCC1)C1=C(CCCC1)N2	1%	6%	5%	5%	20%	4%[38.3 µM]	17%
31	CCOC(=O)CC1=NN(c2ccccc2)C(=O)/C1=C\c1ccc(OC)cc1OC	0%	-5%	-10%	-28%	2%[10 µM]	13%	1%
32	COC(=O)C1=C(C)NC(=O)NC1c1ccccc1 (stereo not drawn)	2%	4%	-11%	2%	15%[10 µM]	-3%	1%
33	O=C(/C=C/c1ccco1)OCC1CCCN2CCCCC12 (stereo not drawn)	11%	3%	8%	1%	.	30%	12%[9.22 µM]
34	CCc1nnc(NC(=O)CSc2nnc(COc3cccc(C)c3)o2)s1	13%	-4%	4%	-14%	-11%[10 µM]	0%[38.3 µM]	10%[9.22 µM]
35	Cc1ccc(/C=C2\SC(=S)N(CCC(=O)NNS(=O)(=O)c3ccccc3)C2=O)cc1	4%	6%	.	5%	7%[10 µM]	.	-11%[9.22 µM]
36	O=C(CC1(O)C(=O)Nc2ccccc21)c1cccc(-n2cccc2)c1 (stereo not drawn)	10%	8%	-2%	-6%	11%	-2%	13%
37	CC1CN(C(=O)c2cc3c(s2)CCC3)CC(C)O1 (stereo not drawn)	8%	-2%	-5%	5%	1%[10 µM]	4%[38.3 µM]	20%
38	CCOC(=O)N1CCN(C(=O)CSCC(=O)Nc2nc(-c3ccc(Cl)s3)cs2)CC1	2%	-7%	-8%	8%	5%[10 µM]	26%	?
39	O=S(=O)(c1ccc(-c2csc(-c3cccnc3)n2)cc1)N1CCCCC1	-3%	-3%	-3%	-7%	-11%[0.074 µM]	5%	-1%
40	O=C(O)c1ccc(-n2nnnc2SCc2ccccc2)cc1	10%	-5%	0%	-1%	-16%	21%[38.3 µM]	10%
41	CCN1CCN(Cc2ccc(NC(=O)Nc3cccs3)cc2)CC1	5%	-9%	2%	?	-62%[inhibitor]	4%[38.3 µM]	0%
42	COc1cccc(C2=NOC(C(=O)Nc3ccc(OC)c(OC)c3)C2)c1 (stereo not drawn)	2%	0%	-1%	-1%	-4%	20%[38.3 µM]	1%
43	Cc1cc(N/C(=N/S(=O)(=O)c2ccc(F)cc2)c2ccccc2)n(-c2ccccc2)n1	-10%	3%	-1%	3%	-26%	15%	?
44	CC[C@@H](c1ccc2cc(O)ccc2c1)C(C)(C)C(=O)O	-1%[14.2 µM]	.	.	.	0%[10 µM]	7%	.
45	COc1cccc(Cn2c(=O)c(CCc3ccccc3)nc3cnc(N4CCN(C)CC4)nc32)c1	18%	-1%	.	.	0%	15%	.
46	COc1ccc(OC)c(C2C3=C(N=C4SCC(=O)N42)c2ccccc2CC3)c1 (stereo not drawn)	140%[activator]	-4%	-12%	-17%	21%	22%[38.3 µM]	11%[9.22 µM]
47	CC(=C\c1ccccc1)/C=C1/SC(=S)N(CCC(=O)Nc2ccccn2)C1=O	25%	0%	0%	7%	-30%	-3%	6%
48	Cc1ccc(C(=O)N/C(=C/c2cccs2)C(=O)NCC2CCCO2)cc1 (stereo not drawn)	-5%	3%	?	-6%	.	3%	.
49	CC(C)(C)OC(=O)NCCCCC1=CC2=CC(=O)C(C)(OC(=O)c3ccco3)C(=O)C2=CO1 (stereo not drawn)	21%	-9%	.	.	-76%[inhibitor]	12%	.
50	O=C(N1CCOCC1)N1CCN(c2ccccc2)CC1	-5%	-2%	4%	5%	2%	-14%[38.3 µM]	7%
51	CC1CCCCN1C(=O)CSc1nnc(CSc2ncccn2)n1C (stereo not drawn)	5%	5%	6%	-1%	12%	-1%[38.3 µM]	19%
52	CN(CCO)c1cc(N2CCN(C(=O)c3ccco3)CC2)c2nonc2c1[N+](=O)[O-]	8%	-14%	-3%	-6%	12%[10 µM]	-4%	-6%
53	O=C(NCc1cccs1)C1CCN(c2nccs2)CC1	4%	-6%	-5%	5%	-2%[10 µM]	-8%[38.3 µM]	14%
54	CCCC(c1nnnn1Cc1ccco1)N1CCN(c2cc(Cl)ccc2C)CC1 (stereo not drawn)	.	-1%	1%	6%	-22%	.	13%
55	c1ccc2c(NC3CCNCC3)nc(-c3ccoc3)nc2c1	1%	6%	.	.	13%	23%	.
56	CCOC(=O)c1sc2nc(SC)nc(-c3ccccc3)c2c1N	15%	-2%	-1%	2%	-20%	?	18%
57	CCN1CCN(CCc2nc3cc(NC(=O)COc4ccc(Cl)cc4)ccc3n2C)CC1	10%	0%	.	3%	0%[10 µM]	.	4%[9.22 µM]
58	Cc1cc(/C=C(/C#N)c2nc3ccccc3[nH]2)c(C)n1-c1cccc([N+](=O)[O-])c1	3%	11%	?	9%	3%[10 µM]	38%[activator][38.3 µM]	-11%
59	C[C@H](C(=O)O)c1n[nH]c(=O)c2ccccc12	-3%	0%	-7%	12%	-4%	-2%[38.3 µM]	9%[9.22 µM]
60	O=C(COC(=O)C1CC1)c1c[nH]c2ccccc12	7%	-10%	-4%	-5%	.	12%[38.3 µM]	0.032µM*
61	Cc1ccccc1Nc1nnc(SCC(=O)NC(=O)NCc2ccco2)s1	23%	-10%	-3%	-16%	-7%[10 µM]	2%[38.3 µM]	-4%
62	Cc1ccc(-n2nnnc2SCC(=O)NNC(=O)c2ccco2)cc1C	4%	-6%	?	9%	1%	-12%[38.3 µM]	8%
63	CCN1CCCC1CNC(=O)C(=O)NC1CC1 (stereo not drawn)	-18%	-1%	11%	11%	3%[10 µM]	-1%	7%[9.22 µM]

# Full records from above. Screens in order: GoLoco inh red, GAA spleen mod, GAA inhib, GAA glycogen mod, HTT cytoprotect, IMPase Li inh, HTT aggregate
# Profile of c1ccc2c(NC3CCNCC3)nc(-c3ccoc3)nc2c1 : 1%, 6%, ., ., 13%, 23%, .
# Profile of Cc1cc(/C=C(/C#N)c2nc3ccccc3[nH]2)c(C)n1-c1cccc([N+](=O)[O-])c1 : 3%, 11%, ?, 9%, 3%[10 µM], 38%[activator][38.3 µM], -11%
